Assay outcomes (PubChem BioAssay)
aSyn tox rescue: rescues yeast growth from alpha-synuclein toxicity. S. cerevisiae alpha-synuclein toxicity rescue, BacTiter-Glo growth, 24 h. Potency, µM (top dose mostly 46.1 µM), for the others: top-dose growth rescue (activation), usual class: activators. 94,000 compounds, 0.02% hits. AID 1347070; active = well fitted activation curve with a large enough effect; inconclusive = small, poorly fitted or top-dose-only effect; also: 0% is about no effect
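Growth restoration measured by BacTiter-Glo luminescence after 24 hr at 30 deg C; alpha-synuclein yeast, raffinose-pregrown to mid-log, were added at OD600=0.02 in galactose medium onto pinned compounds.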
* marks the source's active call; other numbers are inactive results; u = inconclusive; & = joins results of further samples; [ ] = remark or other dose. Potency is read from the fitted curve at half-maximal effect. Only part of the results is shown; count on the stated rates, not on these rows.

compound | aSyn tox rescue
Fc1ccccc1N1CCN(c2c3c(nc4nncn24)CCC3)CC1 | 4%
O=C(CN1CCN(Cc2ccccc2)CC1)Nc1cccc(Br)c1 | 5%
O=C(CSc1nccn1Cc1ccc(F)cc1)NCc1ccco1 | 7%
Cc1ccc(NC(=O)CSc2nc(-c3cccs3)nc3cc(=O)[nH]n23)cc1C | 4%
Cc1cc(=O)[nH]c2nnc(SCc3cccc(F)c3)n12 | -3%
CCCN(CCC)C(=O)Cn1c(=O)n(-c2ccc(C)c(C)c2)c(=O)c2c3c(sc21)CCCCC3 | 7%
CCCn1c(CCC(=O)Nc2ccc(OCC)cc2)nc2cccnc21 | u
Cc1ccc(NC(=O)CSc2nc3c(oc4ccccc43)c(=O)n2Cc2ccco2)cc1 | -12%
CCc1ccc(NC(=O)c2sc3nc(C)c(Cl)c(C)c3c2NC(=O)c2ccccc2)cc1 | -6%
C[C@H](NC(N)=O)C(=O)N1CCN(S(=O)(=O)c2ccc3ccccc3c2)CC1 | 3%
O=C(Nc1ccc(Br)cc1)C1CC(O)CN1C(=O)Oc1ccccc1 (stereo unspecified) | 1%
CS(=O)(=O)CC(=O)Nc1ccc2nc3n(c(=O)c2c1)CCCCC3 | -7%
COc1cccc(/C=C2\SC(=O)N(CCC(=O)NNC(=O)c3ccccc3Cl)C2=O)c1 | 2%
CC(C)c1ccc(/C=C(\C#N)c2nc(-c3ccc(O)cc3)cs2)cc1 | -8%
Cc1ccc(C)c(NC(=O)N2CCC(CN3CCOCC3)CC2)c1 | -13%
Cc1cccc(C)c1NC(=O)c1sc(-n2nc(C)c(Cc3ccc4c(c3)OCO4)c2C)nc1C | -11%
Nc1nonc1-c1nc2ccccc2n1CC(=O)Nc1cccc(C(F)(F)F)c1 | -26%
O=C(O)c1ccc(Nc2ncnc3c2cnn3Cc2ccccc2)cc1 | -6%
Cc1cccc2nc(Cn3c(=O)n(CCC(=O)NCc4ccco4)c(=O)c4ccccc43)cc(=O)n12 | 6%
NC(=O)N1N=C2/C(=C/c3ccccc3)CCCC2C1c1ccccc1 (stereo unspecified) | 0%
Cc1ccc(-n2ncc(C(=O)N3CCN(c4ccccn4)CC3)c2C2CCN(C(=O)OC(C)(C)C)CC2)cc1 | -11%
Cc1cccc(NC(=O)C2CCN(c3nnc(C)c4c(C)n(-c5ccccc5)nc34)CC2)c1C | 1%
COc1ccc(CCNC(=O)CCCCn2c(=O)c3ccccc3n(Cc3cccc(C)c3)c2=O)cc1OC | 4%
O=C(CSc1n[nH]c(-c2ccncc2)n1)Nc1ccccc1Cl | -11%
O=C(OCc1cccc(F)c1)c1ccc2c(=O)n3c(nc2c1)CCC3 | -15%
COc1ccccc1C(=O)NNC(=O)c1csc(N2CCOCC2)n1 | -2%
O=C(NNC(=O)c1ccccc1-c1ccccc1C(=O)O)c1cccc([N+](=O)[O-])c1 | -17%
CCOC(=O)c1c(C)oc2c1cc(NS(=O)(=O)c1ccc(C)cc1)c1ccccc12 | 6%
COC(=O)c1ccc(NC(=O)C(C)N2Cc3ccccc3C2=O)cc1 (stereo unspecified) | 8%
C/C(=N/NC(=O)c1ccoc1C)c1cccc(NC(=O)C2CC2)c1 | 7%
Cc1ccc(CNC(=O)CCNS(=O)(=O)c2cccc3nsnc23)cc1 | -4%&0%
COc1ccc(/C(N)=N/OC(=O)c2ccco2)cc1 | -8%
O=C(NCc1ccco1)C1CC(=O)N(c2cccc(Cl)c2)C1 (stereo unspecified) | -1%
O=C(c1cccc(NC2=NC3CS(=O)(=O)CC3S2)c1)N1CCN(c2ncccn2)CC1 (stereo unspecified) | 5%
CCc1ccc(N2CCn3c2nc2c3c(=O)n(Cc3c(F)cccc3Cl)c(=O)n2C)cc1 | 1%
O=C(N/N=C/c1ccco1)c1cccc(NC(=O)c2cccc(Cl)c2)c1 | 3%
CCOc1ccc(N(C)S(=O)(=O)c2cc(-c3cc(C)no3)ccc2OC)cc1 | 10%
Cc1ccc(Cl)cc1N1CCN(C(=O)CCc2nnc3n(C)c(=O)c4ccccc4n23)CC1 | -8%
COC(=O)C1=C(C)N(Cc2ccccc2)C(=O)/C1=C\c1ccco1 | -51%[inhibitor]
Cc1c(C(=O)OC2CCCCCC2)[nH]c2c1C(=O)CC(c1ccccc1Cl)C2 (stereo unspecified) | -2%
COc1cc(-c2n[nH]c(=S)n2Cc2ccccc2)cc(OC)c1OC | 3%
O=C(c1ccc(N2CCCC2)c([N+](=O)[O-])c1)N1CCN(S(=O)(=O)c2ccccc2)CC1 | 5%
O=C(Nc1ccc(F)c(F)c1)c1cc(S(=O)(=O)NCc2ccc3c(c2)OCO3)ccc1F | -14%
COc1cccc(C(c2sc3ncnn3c2O)N2CCc3ccccc3C2)c1 (stereo unspecified) | -7%
CCCn1c(=O)n(-c2cc(Cl)c(OC)cc2OC)c(=O)c2c3c(sc21)CN(C(C)=O)CC3 | 7%
CCc1cccc(C)c1NC(=O)COC(=O)C1CC(=O)N(CCc2ccc(OC)c(OC)c2)C1 (stereo unspecified) | -2%
CCOc1ccc(NC(=O)CN2CCN(C3CCCCC3)C(=O)C2=O)cc1 | -10%
Nc1c(-c2nc(-c3cccs3)no2)nnn1-c1cccc(Cl)c1 | 1%
COc1ccc(S(=O)(=O)N(CC(=O)NCCSc2ccccc2)c2ccc(C)cc2)cc1 | -7%
CCOC(=O)c1ccccc1NC(=O)Cn1c(=O)n(Cc2nc(-c3ccccc3)no2)c(=O)c2ccccc21 | -5%

(continued)
compound | aSyn tox rescue
CC1CCN(CCC(=O)Nc2nccs2)CC1 | 2%
CCOC(=O)c1ccccc1NC(=O)c1sc2ncn(Cc3cccc(F)c3)c(=O)c2c1C | 0%
CCOc1ccc(NC(=O)Cn2nc(-c3ccncc3)ccc2=O)cc1 | 3%
COc1ccc(CCNC(=O)c2ccc(CS(=O)(=O)Cc3cccc(C)c3)o2)cc1OC | 3%
CN(C(=O)CSc1nc2ccccc2n1Cc1ccccc1C#N)c1ccccc1 | 4%
CCOc1ccc(-c2cc(NC(=O)Nc3ccccc3C(F)(F)F)c(C(=O)OC)s2)cc1 | -2%
CC(Sc1ccc(S(=O)(=O)N2CCN(C)CC2)cn1)C(=O)NC1CCCC(C)C1C (stereo unspecified) | 4%
Cc1ccc(Cl)cc1N1CCN(C(=O)C2CCC(CNS(=O)(=O)c3cccs3)CC2)CC1 (stereo unspecified) | 2%
C/C(=N\NC(=O)C1CC1(C)c1ccccc1)c1ccco1 (stereo unspecified) | 3%
CC(NS(=O)(=O)c1ccccc1)C(=O)NCCc1ccccn1 (stereo unspecified) | -1%
COc1cc(C(=O)NCC2CCCO2)ccc1OCc1ccc(Cl)cc1Cl (stereo unspecified) | -16%
COc1cccc(/C=N/NC(=O)C(=O)N/N=C/c2cccc(OC)c2OC)c1OC | 2%
Cc1cccc(Cn2c(SCc3ccc(C(=O)N4CCCCCC4)cc3)nc3ccncc32)c1 | -8%
O=C(NCc1ccccc1Cl)c1ccc(NC2=NC3CS(=O)(=O)CC3S2)cc1 (stereo unspecified) | -5%
NC12CC3CC(C1)CC(CC(=O)O)(C3)C2 | -9%
O=C(NNC(=O)c1ccccc1O)c1ccc(-c2ccc([N+](=O)[O-])cc2)o1 | -16%
C=CCOc1ccc(C[C@H](N)C(=O)NC[C@H]2O[C@@H](n3cc(C)c(=O)[nH]c3=O)C[C@@H]2O)cc1 | 6%
COc1ccc2c(c1)C=C([C@@H]1C[C@H]3CN(c4ccccc4)C(=O)[C@]34CCCN14)CO2 | -7%
COc1ccc(CNC(=O)c2cc3cccc(OC)c3oc2=O)cc1 | 4%
Cc1cc(C)n(-c2nc3ccccc3c(=O)n2OCC#N)n1 | 8%

2 compounds picked at random from those above:
compound | aSyn tox rescue
Nc1nonc1-c1nc2ccccc2n1CC(=O)Nc1cccc(C(F)(F)F)c1 | -26%
CCc1ccc(NC(=O)c2sc3nc(C)c(Cl)c(C)c3c2NC(=O)c2ccccc2)cc1 | -6%

Arranged by molecular weight (smallest number first): seven of the compounds above
compound | aSyn tox rescue
NC12CC3CC(C1)CC(CC(=O)O)(C3)C2 | -9%
COC(=O)C1=C(C)N(Cc2ccccc2)C(=O)/C1=C\c1ccco1 | -51%[inhibitor]
NC(=O)N1N=C2/C(=C/c3ccccc3)CCCC2C1c1ccccc1 (stereo unspecified) | 0%
COc1cccc(C(c2sc3ncnn3c2O)N2CCc3ccccc3C2)c1 (stereo unspecified) | -7%
COc1ccc2c(c1)C=C([C@@H]1C[C@H]3CN(c4ccccc4)C(=O)[C@]34CCCN14)CO2 | -7%
Cc1cccc2nc(Cn3c(=O)n(CCC(=O)NCc4ccco4)c(=O)c4ccccc43)cc(=O)n12 | 6%
Cc1ccc(-n2ncc(C(=O)N3CCN(c4ccccn4)CC3)c2C2CCN(C(=O)OC(C)(C)C)CC2)cc1 | -11%

Next records follow.
compound | aSyn tox rescue
Cc1ccccc1OCC(=O)Nc1ccccc1C(=O)OCc1cc(=O)n2ccsc2n1 | -12%
CSc1ccc(/C=C/c2nc3ccccc3n2S(=O)(=O)c2ccc(F)c(C)c2)cc1 | -64%[inhibitor]
NC12NC(=O)C3(O)C4C5CC(C6C5C3C61)C42 (stereo unspecified) | -6%
COc1cc(/C=N/N(C)S(=O)(=O)c2ccc(C)cc2)cc([N+](=O)[O-])c1O | -1%
COc1cc(OC)c(NC(=O)CSc2nc3ccncc3[nH]2)cc1Cl | 7%
Cc1ccc(-c2nc(SCC(=O)NCc3ccco3)c3c(=O)n(C)c(=O)n(C)c3n2)cc1 | 2%
Cc1ccc(C)c(Cn2ncc3ccccc32)c1 | 14%
Cc1ccc2[nH]c(C)c(CCNC(=O)C3CCCCC3C(=O)OCC(F)(F)F)c2c1 (stereo unspecified) | 15%
CC(=O)N1C[C@H]2CON(C)[C@H]2C[C@H]1c1ccc(-c2cccnc2)cc1 | -5%
CCOC(=O)CN1CC23C=CC(O2)C(C(=O)Nc2ccc(C(C)=O)cc2)C3C1=O (stereo unspecified) | -4%

Looked up above:
Cc1ccc2[nH]c(C)c(CCNC(=O)C3CCCCC3C(=O)OCC(F)(F)F)c2c1 (stereo unspecified) @ aSyn tox rescue: 15%
COc1cc(OC)c(NC(=O)CSc2nc3ccncc3[nH]2)cc1Cl @ aSyn tox rescue: 7%
CC(=O)N1C[C@H]2CON(C)[C@H]2C[C@H]1c1ccc(-c2cccnc2)cc1 @ aSyn tox rescue: -5%

Remaining list, next part
compound | aSyn tox rescue
COc1cc(C(=O)N2CCc3ccccc32)ccc1OCc1c(C)noc1C | 2%
O=C(CSc1nc2[nH]ncc2c(=O)[nH]1)Nc1ccc(Cl)cc1 | -19%
O=[N+]([O-])c1ccc(Oc2ccc(S(=O)(=O)N3CCOCC3)cc2)cc1 | 1%
COc1ccc(NC(=O)CN2C(=O)NC(C)(Cc3ccc(OC)c(OC)c3)C2=O)cc1 (stereo unspecified) | -10%
CCOc1ccc(C(=O)Nc2cc(Cl)ccc2-n2cncn2)cc1OC | -4%
COc1ccccc1Cn1c(CNS(=O)(=O)c2ccc3c(c2)CCCC3)nc2cccnc21 | 5%
COc1ccc(-n2c(=O)c3c(c4cc(OC)ccc4n3C)n(Cc3cccc(C)c3)c2=O)cc1 | -14%
Cc1ccc(Cn2c(=O)n(-c3ccc(C)cc3)c(=O)c3c2c2cc(C)ccc2n3C)cc1 | -7%
Cc1ccc(CCNC(=O)CN(c2cc(C)cc(C)c2)S(=O)(=O)c2c(C)noc2C)cc1 | -5%
O=C(NCCc1ccccc1)c1nnc(Cc2cccc(F)c2)o1 | -11%
CCn1cnc2cc(NCc3ccc(Br)cc3)ccc21 | 11%
O=C(COC(=O)c1cnc(Cl)c(Cl)c1)NCc1ccc2c(c1)OCO2 | -5%
COc1ccccc1N1CCN(C(=O)Cn2c(=O)n3nc(-c4cccc(C)c4)nc3c3ccccc32)CC1 | 4%
Cc1nn(CCCC(=O)Nc2cccc(F)c2)c(=O)c2c1sc1ccccc12 | 0%
Cc1cnc(C(=O)OCC(=O)NCc2ccc3c(c2)OCO3)cn1 | 0%
Cc1cc(=O)oc2cc(NC(=O)C(C)Oc3cccc(Cl)c3)ccc12 (stereo unspecified) | -8%
COc1ccccc1N=C1SC(C(=O)Nc2cccc(Cl)c2Cl)C(N)=C1C(N)=O (stereo unspecified) | 7%
Cc1ccc(S(=O)(=O)N(C)C[C@@H]2Oc3ncc(C#CCC(C)C)cc3C(=O)N([C@H](C)CO)C[C@H]2C)cc1 | 5%
Cc1oc2ncn(C)c(=O)c2c1C(=O)N1CCN(c2ccccc2)CC1 | -2%
COC(=O)c1cc(NC(=O)c2ccc(OC)cc2)c(=O)oc1C | -5%
COc1cccc(C(=O)Nc2ccc(NC(=O)c3ccco3)c(Cl)c2)c1 | -1%
CCOc1ccc(CNS(=O)(=O)c2ccc3[nH]c(=O)ccc3c2)cc1 | 3%
CC(=O)Nc1ccc(NC(=O)CCCc2nc(-c3ccc(C(C)(C)C)cc3)no2)cc1 | -2%
O=C(c1ccco1)N1CCN(C(=O)c2ccc(Br)o2)CC1 | -2%
CCS(=O)(=O)c1nc(S(=O)(=O)c2ccc(C)cc2)c(NCc2ccc(Cl)cc2)s1 | 0%
CCOC(=O)c1cc(C)n(CC2CCC(C(=O)Nc3ccc(OC)c(OC)c3)CC2)c1C (stereo unspecified) | 4%
COC(=O)C1CCN(S(=O)(=O)c2cn(C)c(=O)n(C)c2=O)CC1 | -1%
CCc1ccc(NC(=O)C2CCCN(S(=O)(=O)c3ccc4c(c3)CCCN4C(C)=O)C2)cc1 (stereo unspecified) | 1%
COc1ccc(CCNC(=O)CCCn2c(=O)c3ccccc3n(CC(=O)Nc3cccc(C)c3)c2=O)cc1OC | 0%
CC(C)c1ccc(NC(=O)Cn2c(=O)n(Cc3nc(-c4ccccc4)no3)c(=O)c3cc4c(cc32)OCO4)cc1 | -5%
